Compound activity as filed in PubChem.
SENP8 block-1: blocks human SENP8 cleavage of Nedd8 substrate; Q96LD8; recombinant SENP8, Nedd8 substrate fluorescence; inhibition, % at 20 µM; 360,000 tested, 0.64% active; AID 602440; in the data active means inhibition mostly above about 40%, no sharp cut-off; inactive means mostly below about 27%
HKDC1 inh: blocks human hexokinase HKDC1 activity. Q2TB90. recombinant HKDC1, G6PDH/diaphorase resazurin coupled fluorescence. inhibition, % at 20 µM. 340,000 tested, 0.16% active. AID 493160;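 active means inhibition above about 35% when tested at 20 µM, limit read from the data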;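 further: plate controls were DMSO wells with enzyme for no effect and DMSO wells lacking enzyme for full effect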
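Assay system: in-house recombinant HK5 (HKDC1) enzyme. Input: HKDC1 at 5 µg/mL. Medium: Tris pH 8.0 buffer with MgCl2, Tween-20, BSA, BME. Dosing: single 20 µM dose. Schedule: 90 min reaction incubation at room temperature, dark. Signal: resazurin-to-resorufin fluorescence via G6PDH and diaphorase coupling, 525/613 nm. Controls: DMSO-enzyme wells negative, buffer-substituted wells positive.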
PfGluPho inh: PfG6PD (Plasmodium falciparum) enzyme inhibition; PfGluPho enzyme, NADPH resazurin-diaphorase fluorescence; inhibition, % at 20 µM; 350,000 tested, 0.78% active;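 active means inhibition reaching at least a set limit at 20 µM in the primary screen, cut at about 59% in these data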;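 further: 0% = DMSO wells with substrate and 100% = DMSO wells lacking glucose-6-phosphate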
SENP7 inh: blocks the human protease SENP7 | Q9BQF6 | recombinant SENP7, Z-RLRGG-aminoluciferin luminescence, 40 min | inhibition, % at 5 µM | 330,000 tested, 1.5% active;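 active means inhibition above about 50% at the single test dose, limit read from the data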;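 further: plate controls were DMSO with enzyme for no effect and no enzyme buffer wells for full effect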
Target sequence (Q9BQF6 706-1050 limits assumed): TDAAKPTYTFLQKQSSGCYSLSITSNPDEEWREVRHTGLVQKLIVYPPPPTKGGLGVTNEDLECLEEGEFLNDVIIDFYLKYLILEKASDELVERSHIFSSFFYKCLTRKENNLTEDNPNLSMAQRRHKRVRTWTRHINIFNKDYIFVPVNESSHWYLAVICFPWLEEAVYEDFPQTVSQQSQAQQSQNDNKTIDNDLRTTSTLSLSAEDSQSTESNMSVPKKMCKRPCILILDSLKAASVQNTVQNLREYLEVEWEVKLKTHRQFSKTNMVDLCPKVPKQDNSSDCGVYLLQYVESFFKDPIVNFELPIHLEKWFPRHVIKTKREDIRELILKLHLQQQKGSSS
SENP8 block-2: inhibitors of human SENP8 protease | Q96LD8 | purified SENP8, Z-RLRGG-aminoluciferin cleavage, luminescence | inhibition, % at 10 µM | 330,000 tested, 1.2% active | AID 2540; in the data active means inhibition above about 50%
SENP1 inh: SENP1 (human) catalytic domain inhibition. AID 624204. 360,000 tested, 0.21% active. inhibition, % at 10 µM. recombinant SENP1 catalytic domain, CyPet-SUMO1-YPet FRET cleavage;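 active means inhibition at least 30% at 10 µM, raw YFP signal under a set limit, fluorescence ratio 0.5 to 1.5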;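 further: 0% = enzyme with DMSO and 100% = no enzyme wells; some results filed as inactive read as strong as hits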
Target sequence (Q9P0U3 419-644 limits assumed): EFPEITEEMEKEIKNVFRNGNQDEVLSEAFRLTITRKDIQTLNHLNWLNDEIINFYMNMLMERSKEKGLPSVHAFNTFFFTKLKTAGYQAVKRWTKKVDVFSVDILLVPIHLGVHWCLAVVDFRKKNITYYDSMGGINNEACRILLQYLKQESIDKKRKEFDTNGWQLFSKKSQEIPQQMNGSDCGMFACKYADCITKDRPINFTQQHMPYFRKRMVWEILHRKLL
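material = recombinant human SENP1 catalytic domain, His6-tagged | quantity = 20 pM enzyme | reagent = 25 nM SUMO1 FRET substrate | compound dosing = 10 µM single point, 0.5% DMSO | timing = 50 min enzyme reaction, room temperature, light-protected | detection = FRET, CFP and YFP emission | control set = no-enzyme low, enzyme-DMSO high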
SENP6 block: blocks the human protease SENP6; AID 2599; Recombinant SENP6 catalytic domain, aminoluciferin luminescence; 330,000 tested, 1.8% active; inhibition, % at 10 µM;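 active means inhibition above about 50% at the single tested dose, limit read from the data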;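 further: plate controls were DMSO wells with enzyme for no effect and DMSO wells lacking enzyme for full effect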
Target sequence (Q9GZR1 628-1112 limits assumed): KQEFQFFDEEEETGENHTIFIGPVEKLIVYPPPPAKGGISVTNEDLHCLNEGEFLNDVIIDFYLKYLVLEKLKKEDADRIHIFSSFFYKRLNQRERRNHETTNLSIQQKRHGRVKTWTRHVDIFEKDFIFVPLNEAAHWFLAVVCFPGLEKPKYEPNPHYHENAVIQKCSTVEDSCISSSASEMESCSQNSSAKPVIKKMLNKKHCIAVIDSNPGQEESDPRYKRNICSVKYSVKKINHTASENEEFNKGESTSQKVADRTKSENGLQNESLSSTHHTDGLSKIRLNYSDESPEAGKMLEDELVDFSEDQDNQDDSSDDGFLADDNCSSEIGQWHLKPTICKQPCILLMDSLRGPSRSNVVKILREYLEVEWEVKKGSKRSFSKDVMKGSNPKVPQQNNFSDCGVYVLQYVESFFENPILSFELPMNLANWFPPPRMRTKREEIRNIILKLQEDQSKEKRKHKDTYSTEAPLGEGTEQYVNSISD
Apaf-1 inh: blocks human Apaf-1 apoptosome activity. reconstituted apoptosome caspase-3 activity, DEVD-Rh110 fluorescence. 330,000 tested, 0.71% active. inhibition, % at 20 µM. AID 489030. O14727; active means inhibition of at least 40% at 20 µM;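 further: plate controls were DMSO wells for no effect and DEVD-CHO caspase inhibitor wells for full effect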
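Material: reconstituted apoptosome with Apaf-1, cytochrome c, caspase-9, procaspase-3, dATP / Buffer or medium: pH 7.5 Hepes buffer with CHAPS, BSA, DTT / Also added: cytochrome c with DEVD-Rh110 / Schedule: compound with Apaf-1, dATP, procaspase-3 30 min, then 50 min reaction, room temperature / Technique: rhodamine 110 fluorescence at Ex 480/Em 540 nm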
* marks the source's active call; other numbers are inactive results; · = not tested or not shown. The order is random. About 3.6% of those tested had a hit in this group.

entry	SMILES	SENP8 block-1	HKDC1 inh	PfGluPho inh	SENP7 inh	SENP8 block-2	SENP1 inh	SENP6 block	Apaf-1 inh
1	CCc1c(C(=O)Nc2cc(C)cc(C)c2)[nH]c(C)c1C(C)=O	13	0	1	-3	-6	-3	1	11
2	COc1ccc(C(=O)/C=C2/C(=O)Nc3ccccc32)cc1OC	11	2	-10	-1	-4	-7	-26	2
3	CC1(C(=O)O)CCC(C(=O)Nc2ccc(S(N)(=O)=O)cc2)C1(C)C (stereo not drawn)	8	-5	-5	1	5	1	-19	-19
4	COC(=O)C1Cc2ccccc2CN1S(=O)(=O)c1ccc(C)cc1 (stereo not drawn)	11	1	-11	8	-2	0	28	14
5	Cc1ccc(SCCC(=O)OCC(=O)NCC2CCCCC2)cc1	0	5	-7	-8	-7	0	-22	25
6	CCOC(=O)c1ccc(NC(=S)N2CCN(CCN=CC3=C(O)CC(C)(C)CC3=O)CC2)cc1	4	3	2	-6	-5	4	3	0
7	CC(=O)c1c(COC(=O)c2ccc(F)cc2)nc2ccccc2[n+]1[O-]	12	-2	7	-7	0	1	-1	-9
8	O=C(COC(=O)c1ccc[nH]c1=O)NC1CCCCC1	-4	8	-26	-5	-5	1	11	-6
9	Cc1ccc(-c2cc(C(=O)O)n(-c3ccc(S(N)(=O)=O)cc3)n2)cc1	6	-9	-8	1	2	1	8	-10
10	C/C(=C\c1ccc2c(c1)OCO2)C1Nc2cccc3cccc(c23)N1	14	17	32	13	15	-6	23	4
11	COc1ccccc1C/C(N)=N/OC(=O)COc1ccc(C)cc1C	14	-2	14	11	-2	0	-22	11
12	Cc1ccc(C#N)c(SCc2ccccc2[N+](=O)[O-])n1	6	1	9	2	0	0	-13	10
13	CC(C)NC(=O)Nc1ccc2c(c1)CC(=O)N([C@@H](C)CO)C[C@H](C)[C@@H](CN(C)C(=O)NC1CCCCC1)O2	11	-6	9	-6	8	2	-7	-17
14	c1ccc2c(c1)ncn2CCCCOc1ccc2c(c1)CCC2	17	0	14	2	-15	0	-19	13
15	Cc1c(Cl)c(C(=O)Nc2nc3ccccc3n2CCN2CCCCC2)nn1C	·	·	·	1	10	·	-3	0
16	CSc1cccc(CN2CCN(Cc3ccc(F)c(F)c3)C(CCO)C2)c1 (stereo not drawn)	4	-5	-3	14	4	0	-6	5
17	O=C(CSCc1ccc(Cl)cc1)Nc1cc([N+](=O)[O-])ccc1O	22	1	-21	-1	1	1	-14	11
18	COc1ccc(S(=O)(=O)N2CCCC(C(=O)NCc3ccccn3)C2)cc1 (stereo not drawn)	15	-4	5	20	-7	0	1	-3
19	O=C(NC1CCN(Cc2ccccc2)CC1)c1c(Cl)cccc1Cl	9	-5	0	8	-3	-2	-9	7
20	Cc1cc(C)n2nc(N)c(N=Nc3ccc(Cl)cc3)c2n1	22	-2	5	3	-11	3	-4	10
21	CC(=NNC(=S)N1CCN(C2CCCCCC2)CC1)c1ccccn1	9	-42	42	·	·	2	·	·
22	O=C(Nc1ccc(N2CCOCC2)cc1)c1cnsn1	22	4	0	30	10	1	44	-6
23	O=C(OCCOc1cccc(Cl)c1)c1ccc(F)c(S(=O)(=O)N2CCOCC2)c1	5	-1	6	5	8	0	-13	11
24	Cc1cc(Br)ccc1NC(=O)CN(C)C(=O)c1cccc(S(=O)(=O)N2CCN(C)CC2)c1	1	-1	-7	·	·	0	·	·
25	COC(=O)C1CCN(S(=O)(=O)c2cc3c4c(c2)CCN4C(=O)CC3)CC1	11	0	-10	7	-4	2	-16	2
26	CCCSc1nc2cc(C)c(C)cc2n1CC(O)CO (stereo not drawn)	0	-8	2	2	4	0	-8	-4
27	CC(C)CN(CC(C)C)C(=S)Nc1ccc(Cl)cc1	9	1	7	-3	-10	2	-6	14
28	COC(=O)C1CN(C(=O)COc2cccc(C)c2C)c2ccccc2O1 (stereo not drawn)	12	0	25	7	4	1	-1	13
29	NNC(=O)c1ccc(CN2C(=O)c3cccc4cccc2c34)cc1	-355	3	15	-8	-13	-41	-5	18
30	COc1ccc(/C=N/NC(=O)CCSc2nc3ccccc3s2)cc1OC	9	-2	6	3	4	2	-8	3

Of the compounds above, these contain a COOH group.
entry	SMILES	SENP8 block-1	HKDC1 inh	PfGluPho inh	SENP7 inh	SENP8 block-2	SENP1 inh	SENP6 block	Apaf-1 inh
3	CC1(C(=O)O)CCC(C(=O)Nc2ccc(S(N)(=O)=O)cc2)C1(C)C (stereo not drawn)	8	-5	-5	1	5	1	-19	-19
9	Cc1ccc(-c2cc(C(=O)O)n(-c3ccc(S(N)(=O)=O)cc3)n2)cc1	6	-9	-8	1	2	1	8	-10

From no. 29 up to 30, copied from above:
entry	SMILES	SENP8 block-1	HKDC1 inh	PfGluPho inh	SENP7 inh	SENP8 block-2	SENP1 inh	SENP6 block	Apaf-1 inh
29	NNC(=O)c1ccc(CN2C(=O)c3cccc4cccc2c34)cc1	-355	3	15	-8	-13	-41	-5	18
30	COc1ccc(/C=N/NC(=O)CCSc2nc3ccccc3s2)cc1OC	9	-2	6	3	4	2	-8	3

The listing continues.
entry	SMILES	SENP8 block-1	HKDC1 inh	PfGluPho inh	SENP7 inh	SENP8 block-2	SENP1 inh	SENP6 block	Apaf-1 inh
31	O=C(Nc1ccccc1N1CCCCC1)c1ccc(N2C(=O)c3ccccc3C2=O)cc1	10	2	-25	14	1	1	-3	15
32	CCCNC(=S)Nc1ccc(CC(=O)OC)cc1	11	-15	2	-4	2	1	-2	-9
33	CCC1OC(c2ccc([N+](=O)[O-])cc2)=Nc2ccccc21 (stereo not drawn)	-39	5	35	0	11	-8	19	5
34	O=C(COC(=O)C1CC1)NCCc1ccc(Cl)cc1	9	-4	-5	12	-7	1	-14	13
35	Cc1ccc(-c2cc3ccccc3nc2N)cc1	-281	3	7	-1	-2	0	1	10
36	COc1ccc(/C=N/NC(=O)c2cnccn2)cc1O	19	10	-1	0	-4	0	-3	-2
37	CCc1nnc(NC(=O)CSc2nnc3c4ccccc4n(C)c3n2)s1	24	16	-1	-10	-2	-1	4	6
38	Cc1nc2ccccc2n1CC(=O)N/N=C/c1cccnc1	13	15	-22	3	4	2	-7	-2
39	CCCC(CCC(=O)Nc1ccc(S(N)(=O)=O)cc1)C(=O)O (stereo not drawn)	3	0	-17	6	2	1	21	-1
40	Cc1cccc(C)c1NC(=O)c1c(O)c2ccccc2[nH]c1=O	1	-6	6	-5	3	2	21	-12
41	CCCCn1c(-c2nonc2N)nc2ccccc21	5	4	1	3	2	-10	-2	3
42	Cc1ccccc1S(=O)(=O)Cc1ccc(C(=O)NCCN2CCCCC2C)o1 (stereo not drawn)	24	6	-14	4	4	-22	9	11
43	COc1ccccc1/C=c1\sc2nc(-c3ccccc3OC)nn2c1=O	-5	23	13	-8	-8	-1	-16	1
44	O=C(c1ccccc1-c1nc(-c2ccccc2)no1)N1CCCC1	28	-4	-27	-9	-1	0	0	0
45	CSc1sc(-c2ccnc(=S)[nH]2)c(-c2ccccc2)c1C#N	-439	7	-6	-1	1	-28	3	-7
46	Cc1ccc(CNc2oc(-c3ccco3)nc2S(=O)(=O)c2ccccc2)cc1	3	-1	10	3	0	-1	-25	2
47	COc1ccc(S(=O)(=O)N2CCN(Cc3ccco3)CC2)cc1	10	-4	2	-5	-3	0	7	-6
48	Cc1c(CC(=O)N2CCC(C(=O)O)CC2)c(=O)oc2cc3c(cc12)CCC1(CCCCC1)O3	-216	-1	-19	0	0	3	8	-2
49	Cc1nnc(N2C(=O)c3cccc4cccc(c34)C2=O)s1	-336	-7	4	4	-3	1	7	-11
50	O=C(N/N=C/c1cccc(O)c1)c1ccc(COc2ccc3c(c2)CCC3)o1	-6	7	3	-2	-16	0	-3	16
51	COc1cc2c(cc1OC)C1(Nc3c-2c(-c2ccccc2)nn3-c2ccccc2)C(=O)Nc2ccccc21 (stereo not drawn)	-470	0	-8	-8	-10	11	-21	15
52	Cc1ccc(C(=O)C(C)OC(=O)Cc2n[nH]c(=O)c3ccccc23)cc1 (stereo not drawn)	7	3	3	-1	17	1	-3	1
53	COc1cc(CNn2nnnc2N)ccc1OCc1c(Cl)cccc1Cl	44*	-3	28	3	6	1	1	5
54	Cc1c(Cl)cnc(NC(=O)COC(=O)[C@@H](NC(=O)c2ccco2)C(C)C)c1Cl	-45	5	-9	-10	3	-9	4	-3
55	O=c1c(Br)c(N2CCCC2)cnn1-c1ccccc1	8	5	-3	5	-5	4	-11	3
56	O=C(CNC(=O)c1ccccc1F)OCC(=O)c1c[nH]c2ccccc12	-7	1	19	-8	-13	-10	-2	4
57	CC(C)(C)N(NC(=O)Nc1ccc(Cl)c(Cl)c1)C(=O)c1ccccc1	25	-2	-9	12	-1	2	3	21
58	Cc1ccc2nc(SCC(=O)NC3CCCC3)nc(=O)n2c1	-109	-2	10	-2	-3	3	-7	0
59	COc1ccc(N2CCN(C(=O)c3cc4c(s3)-c3ccccc3S(=O)(=O)C4)CC2)cc1	7	-1	4	-12	-21	0	-3	-11
60	Cc1ccc(C(=O)c2cc([N+](=O)[O-])ccc2N2CCN(C)CC2)cc1	26	-5	6	12	4	-1	-1	-11
61	COc1ccc(OCCNS(=O)(=O)c2ccccc2)cc1	18	4	-17	2	-4	2	-12	-5
62	O=S(=O)(NCCc1c[nH]c2ccccc12)c1ccc(F)cc1	9	1	17	·	·	2	·	·
63	O=C(Nc1nccs1)C1CC(=O)N(c2ccccc2Cl)C1 (stereo not drawn)	2	-9	8	-2	-6	1	-9	-7
64	CC(C)C(=O)c1cn(CC(=O)O)c2ccccc12	3	-7	-8	5	5	0	7	11
65	C=CC[C@@H](CC(=O)NCCO)C(=O)N[C@@H](COC(=O)[C@@H](CC=C)CC(=O)OC(C)(C)C)Cc1c[nH]c2ccccc12	18	0	11	5	7	0	-7	8
66	S=c1[nH]nc(Nc2ccc(Cl)cc2)s1	27	-2	65*	-2	-1	2	8	1
67	CCOc1ccc(NC(=O)CC2C(=O)N(c3ccccc3)C(=S)N2Cc2ccccn2)cc1 (stereo not drawn)	9	3	-3	5	-3	0	-2	-44
68	Cc1c(OCC(=O)NCc2ccncc2)ccc2c3c(c(=O)oc12)CCC3	-58	-5	5	-3	-6	1	-13	-9
69	CCN1CCCC1CNC(=O)c1ccc(CS(=O)(=O)c2ccccc2C)o1 (stereo not drawn)	31	-1	-16	-5	-1	-2	-34	9
70	CCC(C)(C)n1nnnc1C(c1ccc(C)cc1)N1CCCC1 (stereo not drawn)	8	-7	-3	0	-4	0	-5	-1
71	CC(NC(=O)c1ccco1)C(=O)OC(C)C(=O)NCc1ccccc1 (stereo not drawn)	14	-3	-1	4	4	3	-4	-3
72	COC(CNC(=O)c1ccc2nc(-c3ccccc3)c(-c3ccccc3)nc2c1)OC	-247	0	-10	-6	-6	1	-15	13
73	Cc1ccc2oc(=O)cc(CN3CCOCC3)c2c1	19	4	-11	0	2	-1	-1	-6
74	CN(C(=O)CC1C(=O)NCCN1Cc1c(F)cccc1Cl)C1CCOCC1 (stereo not drawn)	-51	5	-14	2	-2	-12	1	25
75	CC(NS(=O)(=O)c1ccc2c(c1)C(=O)c1cc(S(=O)(=O)NC(C)C(=O)O)ccc1-2)C(=O)O (stereo not drawn)	8	3	-37	4	5	5	11	2
76	N#Cc1ccc(-c2c(-c3ccccc3)ncc3cc(F)ccc23)cc1	-107	10	11	0	26	-2	29	8
